# Screening data from PubChem.
# bovine MsrA act – bovine MsrA enzyme activators, primary screen, biochemical, absorbance, HTS | activation, % at 10.6 µM | purified bovine MsrA, absorbance read-out | Methionine sulfoxide reductase A (Bos taurus) | 360,000 compounds, 0.3% hits; in the data active = activation above about 7.5%;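 note: 0% = vehicle and 100% = reference activator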
# Neddylation inh – inhibitors of cullin neddylation, primary screen, biochemical, TR-FRET, uHTS, NAE and Ubc12 | calls only at 25 µM | NEDD8-conjugating enzyme Ubc12 (Homo sapiens) + NEDD8-activating enzyme E1 regulatory … | 360,000 compounds, 0.58% hits; in the data active = inhibition above about 36%
# eLon inh – inhibitors of E. coli Lon protease, primary screen, biochemical, fluorescence polarization | purified E. coli Lon protease | inhibition, % at 7.94 µM | 360,000 compounds, 0.42% hits; in the data active = inhibition above about 13%, passing the limit was not always enough;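 note: 0% = enzyme with probe and DMSO and 100% = no enzyme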
# MT1-MMP act inh – blockers of MT1-MMP proenzyme processing, primary screen, HT1080 RFP-PRO-GFP cells, GFP/RFP fluorescence | GFP/RFP ratio fluorescence, overnight; percent of plate control window, DMSO zero | GFP/RFP ratio change, % at 20 µM | AID 651647, 2012 | 360,000 compounds, 0.061% hits;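 active = GFP/RFP ratio change of at least 30% with cell ATP level not reduced by more than half and red fluorescence within 50% of control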; note: strong numbers were not always called active
#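 Assay system – RFP-PRO-GFP reporter HT1080 cells · Compound dosing – single dose of 20 µM compound, 1% DMSO final · Incubation – overnight compound exposure at 37 °C · Measure – GFP/RFP fluorescence ratio · Benchmarks – DMSO wells and RFP-L50D-GFP cells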
# Rin1 Abl inh – inhibitors of Rin1-Abl protein binding, primary screen, biochemical, TR-FRET; 360,000 compounds, 0.4% hits; Tyrosine-protein kinase ABL1 (Homo sapiens) + Ras and Rab interactor 1 (Homo sapiens), …; inhibition, % at 7.35 µM; in the data active = inhibition above about 5%, passing the limit was not always enough
# MLLE-PAM2 inh – inhibitors of PABP1 MLLE–PAM2 peptide binding, primary screen, biochemical, fluorescence polarization, FITC-PAM2, GST-MLLE | Polyadenylate-binding protein 1 (Homo sapiens), P11940 | inhibition, % at 20 µM | 360,000 compounds, 0.36% hits | AID 588489, 2011; in the data active = inhibition above about 35%, passing the limit was not always enough;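 note: plate controls were DMSO wells with GST-MLLE for no effect and wells lacking GST-MLLE protein for full effect; some results filed as inactive read as strong as hits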
# FAS TE block – FAS thioesterase domain inhibitors, primary screen, biochemical, fluorescence intensity, uHTS; Fatty acid synthase (Homo sapiens), P49327; recombinant FAS-TE, OMFH fluorogenic substrate, fluorescence endpoint; inhibition, % at 15 µM; 360,000 compounds, 0.67% hits;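 active = compounds whose normalised, plate-corrected inhibition of enzyme fluorescence in the single-dose primary screen is 50% or more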;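 note: 0% = DMSO with enzyme and 100% = substrate without enzyme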
# NRP1-CendR mod – modulators of CendR peptide binding to NRP-1, primary screen, biochemical, fluorescence polarization, uHTS; Neuropilin-1 (Homo sapiens), O14786; inhibition, % at 25 µM; FAM-RPARPAR peptide binding to NRP-1; AID 602438, 2012; 360,000 compounds, 0.85% hits;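 active = inhibition or corrected inhibition above about 18%, plus a signal ratio from 0.5 to 1.5, limit read from the data, passing the limit was not always enough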; note: strong numbers were not always called active
# SKN-1 inh – suppressors of acrylamide-induced Pgst-4::GFP reporter in worms, primary screen, SKN-1 inhibitor project, whole organism, uHTS, GFP/RFP fluorescence ratio, strain VP596. C. elegans VP596 Pgst-4::GFP/RFP ratio, 24 h. inhibition, % at 21.8 µM. 360,000 compounds, 0.49% hits. AID 624304, 2012;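 active = interference check ratio from 0.5 to 1.5 plus GFP to RFP signal ratio inhibition reaching or exceeding a fixed threshold, cut at about 30% in these data, passing the limit was not always enough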; note: some compounds called inactive have numbers as strong as hits
# Numbers without * were called inactive; i = inactive; . = no result given.
SMILES,bovine MsrA act,Neddylation inh,eLon inh,MT1-MMP act inh,Rin1 Abl inh,MLLE-PAM2 inh,FAS TE block,NRP1-CendR mod,SKN-1 inh
O=C(COC(=O)c1ccc(CN2CCCC2=O)cc1)Nc1ccc(F)cc1,-1.7,i,-6.1,22.4,-2.8,15.2,-5.3,4.0,-0.3
N/C(=N\OC(=O)C12CC3CC(CC(C3)C1)C2)c1ccccn1,-1.9,i,-6.3,-1.4,-2.4,1.7,2.3,-1.1,-1.2
O=C(Nc1nn(Cc2ccc(Cl)cc2)cc1Br)c1ccc(COc2ccccc2Cl)o1,0.3,i,5.6,-1.0,-0.5,-1.4,19.4,5.6,-10.7
Cc1nc2c(-c3ccc(F)cc3)c(C)nn2c(C)c1CCC(=O)N1CCN(c2ccc(F)cc2)CC1,-0.9,i,1.4,11.7,1.1,-3.5,28.8,0.1,1.6
CCCNC(=O)Cn1nc(C(F)(F)F)c2c1CCC2,-2.7,i,0.7,2.1,1.2,7.5,-2.8,-12.1,1.2
Cc1cc([N+](=O)[O-])nn1Cc1noc(C(=O)NCCc2ccccn2)n1,-1.0,i,5.5,-0.5,-0.4,4.3,-7.5,0.0,6.4
COCCCNC(=O)c1cc(C)nn1-c1ccccc1,-2.8,i,-5.0,-0.7,-3.0,10.7,-5.1,-8.8,-0.5
COCc1ccc(C(=O)N2CCCC(CNC(=O)c3ccc(F)cc3)C2)o1 (centres undefined),-7.0,i,-13.5,-2.3,2.5,0.4,-4.5,11.7,-0.6
C=C1c2ccccc2NC(=O)N1c1ccc(C)cc1,-3.6,i,5.6,4.4,0.0,10.2,-8.3,10.6,5.6
COc1ccc(S(=O)(=O)Nc2cccc3c2O[C@H](CN(C)S(=O)(=O)c2cn(C)cn2)[C@@H](C)CN([C@H](C)CO)C3=O)cc1,-2.5,i,-0.4,4.0,4.5,-6.5,-7.6,26.1*,-4.9
C/C(=N\NC(=O)c1ccccc1)c1ccc(NC(=O)c2cccs2)cc1,-4.3,i,4.0,2.2,-2.8,-0.5,-10.2,-3.3,2.9
COc1ccc(N(CC(=O)NCc2ccccc2Cl)S(=O)(=O)c2c(C)noc2C)cc1,-2.1,i,-1.3,0.4,-1.0,-15.1,6.5,12.1,-10.5
O=C(O)CCN1C(=O)c2ccc(NC(=O)c3ccco3)cc2C1=O,-1.1,i,-4.3,-3.0,-0.3,7.2,-6.2,21.0*,7.8
C(=C\c1ccccc1)/C=N/N1CCN(c2ccccn2)CC1,-4.0,i,7.5,-1.1,-1.4,21.8,0.3,-7.7,32.2
Cc1ccc2cc(C)c(N3CCN(c4ccccn4)CC3)nc2c1,-2.6,i,-1.7,0.7,-4.0,-4.4,25.8,-2.6,11.8

# Reprinted at random: two records from the list
SMILES,bovine MsrA act,Neddylation inh,eLon inh,MT1-MMP act inh,Rin1 Abl inh,MLLE-PAM2 inh,FAS TE block,NRP1-CendR mod,SKN-1 inh
C=C1c2ccccc2NC(=O)N1c1ccc(C)cc1,-3.6,i,5.6,4.4,0.0,10.2,-8.3,10.6,5.6
O=C(Nc1nn(Cc2ccc(Cl)cc2)cc1Br)c1ccc(COc2ccccc2Cl)o1,0.3,i,5.6,-1.0,-0.5,-1.4,19.4,5.6,-10.7

# (next part)
SMILES,bovine MsrA act,Neddylation inh,eLon inh,MT1-MMP act inh,Rin1 Abl inh,MLLE-PAM2 inh,FAS TE block,NRP1-CendR mod,SKN-1 inh
O=C(CSc1nc2ccccc2c(=O)n1NC(=O)Cc1ccccc1)NCc1ccccc1,-4.7,i,-1.8,8.9,-1.5,10.4,-4.8,-7.4,6.0
O=C(O)CCc1nn2c3ccccc3nc2n(Cc2ccccc2)c1=O,-4.1,i,0.6,2.9,1.2,3.9,-7.9,2.4,-7.4
O=C(CSc1n[nH]c(-c2cccs2)n1)NC1CCS(=O)(=O)C1 (centres undefined),-5.6,i,-2.8,3.5,-0.7,-17.6,-5.8,-86.4,-4.2
CN(CCC#N)C(=O)COC(=O)c1c2c(nc3ccccc13)/C(=C/c1ccco1)CC2,-4.7,i,-11.3,0.3,5.8,-5.1,-5.8,-52.0,2.2
O=C(Cc1nn[nH]n1)Nc1cc(Cl)cc(Cl)c1,-0.9,i,-4.8,0.5,3.6,-5.0,0.0,-0.2,-4.5
CCOc1ccc(S(=O)(=O)NCCCN2CCCC2=O)cc1,-4.1,i,-2.5,-0.9,2.4,-12.8,-4.7,-1.0,3.3
Cc1nc2cc(-c3cccc(F)c3)nn2c(N2CCN(C(=O)c3ccco3)CC2)c1C,2.7,.,-3.6,-12.0,-2.4,-3.2,18.5,2.5,5.2
OC(COCc1ccc(Cl)cc1)CN1CCc2ccccc2C1 (centres undefined),3.3,i,-9.2,0.4,-1.4,16.7,-4.1,-3.8,6.0
CCC(C(=O)NCc1ccccn1)n1c2ccccc2c2nc(=O)cc(C)n21 (centres undefined),-3.5,i,1.8,0.2,2.9,9.4,-5.5,5.7,3.9
CCO/C=C/C(=O)N(C)CCC#N,-0.9,i,-9.3,4.0,2.1,10.6,1.9,18.0,-0.7
CCOC(=O)c1[nH]c2ccc(Br)cc2c1NC(=O)CCN1CCOCC1,-5.4,i,-1.9,-1.0,-5.0,-17.3,-0.9,1.6,-9.1
C/C(=N\NC(=O)COc1ccccc1[N+](=O)[O-])c1cccs1,-4.3,i,-10.9,0.2,-3.8,5.2,3.3,0.5,-10.1
Cc1ccccc1CN1C(=O)c2ccccc2Sc2ccc(C(=O)NCCCN3CCOCC3)cc21,-5.5,i,1.1,-5.8,0.9,2.6,4.0,-0.9,4.1
CSc1ccc(C(O)c2ncc(-c3ccc(F)cc3)[nH]2)cc1 (centres undefined),-1.2,i,4.3,3.9,-3.3,-5.3,3.3,4.4,1.4
O=C1N[C@@H](c2ccccc2)COC(=O)[C@@H](Cc2ccc(F)cc2)CC/C=C/C[C@H]1CC(=O)N(CCO)Cc1ccccc1,-5.1,i,-8.0,-1.0,1.6,9.5,10.7,-4.9,-6.2
CC(C)Oc1ccc(/C=N/NC(=O)c2ccc(N(Cc3ccccc3)S(C)(=O)=O)cc2)cc1,3.4,i,-6.8,18.5,2.2,8.8,5.6,4.1,0.6
Cc1ccc(N=Cc2c(O)c3ccccc3oc2=O)cc1F,-3.9,i,-5.0,-9.2,1.3,-11.3,1.4,-1.4,-3.7
Cc1ccc(C(=O)CCC(=O)Nc2ccccc2C)cc1C,-2.1,i,-4.2,1.5,-1.5,-1.0,-1.7,10.4,-9.5
Nc1nonc1NC(=O)NN=C1CCCCC1,-11.9,i,8.4,.,2.2,17.2,-8.0,-2.8,6.6
COCCNc1nnc(SCC(=O)NNC(=O)c2ccco2)s1,3.2,i,-15.3,-1.8,2.0,31.4,0.6,6.5,-10.5
CC(C)(C)OC(=O)N/N=C\c1ccc(OC(=O)c2ccco2)cc1,-2.4,i,6.8,-0.4,2.5,0.7,7.3,3.6,5.7
COC(=O)c1[nH]c2ccc(Cl)cc2c1NC(=O)c1ccccc1[N+](=O)[O-],-2.8,i,-13.4,3.4,-4.5,4.2,-9.6,0.3,2.8
COc1cc(OC)cc(C2=Cc3ccccc3C(CC(C)=O)N2c2ccc(C#CC3(N)CCCCC3)cc2)c1 (centres undefined),3.1,.,-3.1,-0.2,.,.,9.8,-17.0,-4.4
CN(C)CCCNc1c2ccccc2nc2ccccc12,-9.6,i,8.7,-41.5,-7.3,4.3,-1.4,1.8,-0.6
Cc1ccc(NC(=O)c2ccc(=O)n(CC(=O)Nc3ccccc3)n2)cc1,-1.0,i,-0.8,0.8,2.1,-6.8,-0.3,-0.7,12.6
COc1ccc(NC(=O)c2cnc(SC)nc2C)c(OC)c1,-0.3,i,-3.3,1.7,-0.7,-12.8,-5.0,6.1,17.8
COc1ccc(NC(=O)c2cnc(NS(=O)(=O)c3ccccc3)nc2)cc1,-0.2,i,-1.5,1.9,3.6,5.3,-3.2,-10.4,-1.7
COc1ccc(OCC(=O)Nc2cccc(C(=O)Nc3ccccc3C(=O)O)c2)cc1,-0.2,i,-10.2,0.5,1.4,3.2,-5.7,-12.0,-2.8
COc1ccc(C2=NS(=O)(=O)N(C)C(C(=O)NCc3cccs3)=C2)cc1OC,-1.6,i,4.5,-2.7,-0.2,8.2,3.6,-0.1,4.5
COc1ccc(CC(=O)Nc2cc(F)ccc2F)cc1S(=O)(=O)N1CCOCC1,-3.3,i,-4.7,-5.8,-1.1,-2.8,-7.3,-8.5,-12.6
CC(C)Cn1c(CN2CCCCC2C)nc2c1c(=O)n(C)c(=O)n2C (centres undefined),4.3,i,-7.8,0.3,-1.2,8.2,-3.9,-1.7,0.4
Cn1c(CNC(=O)CCNC(=O)c2ccccc2F)cc(=O)n(C)c1=O,-1.6,i,3.2,-1.1,2.5,13.5,-4.1,14.2,-9.0
CCc1ccc(N2CCN(CCNC(=O)Nc3ccccc3)CC2)cc1,1.4,i,-3.4,-0.8,-0.2,-3.7,-1.4,-7.2,-1.8
CCCNC(=O)COC(=O)c1ccc(S(=O)(=O)N2CCCCCC2)cc1,-3.0,i,-1.9,2.7,1.6,-5.2,-7.7,11.0,0.0
COc1ccc(NC(=O)c2cc(C)nc3ccccc23)cc1S(=O)(=O)Nc1ccccc1Cl,-3.1,i,0.6,-2.4,-4.8,-1.2,4.6,-2.3,12.4
Cc1cccc(NC(=O)CSc2nnc3ccc(-c4ccccn4)nn23)c1,-2.4,i,0.0,6.3,-0.8,4.7,-3.0,5.4,32.2
Cc1ccc([C@@H]2CC=C(C(=O)O)[C@H](c3ccccc3F)N2S(=O)(=O)c2ccccc2C)cc1,1.4,i,0.4,2.3,-2.5,-1.3,-9.0,-3.7,8.0
COc1ccc(-c2cc(C(F)(F)F)nc(SCCC(=O)N3CCCC3)n2)cc1,-4.4,i,1.3,-5.4,-0.5,-8.1,7.8,-11.0,-7.4
COc1ccc(Cl)cc1NC(=O)c1cnc2sccn2c1=O,-3.7,i,-3.6,-0.2,3.8,8.0,6.1,1.3,12.9
N#Cc1ccsc1NC(=O)c1cccc([N+](=O)[O-])c1,-0.7,i,-6.5,-4.0,-3.0,2.4,4.2,-10.6,3.3
Cc1ccccc1NC(=O)c1ccc(S(=O)(=O)N(C)C)cc1,0.9,i,-5.6,-0.6,0.2,5.7,-4.0,-7.4,16.4
Cc1ccc(NC(=O)CN(C)CC(=O)Nc2ccc(N3CCOCC3)cc2)cc1F,-2.4,i,7.0,0.5,-0.9,-19.8,-0.7,6.5,8.1
Cc1cnc(N2C(=O)c3ccc([N+](=O)[O-])cc3C2=O)s1,-1.8,i,10.3,4.1,-8.6,-12.5,7.2,-9.9,5.8
COc1ccccc1N1CCN(C(=O)c2cc3cc(Cl)ccc3[nH]2)CC1,-2.7,i,-11.7,2.7,0.2,-3.2,20.1,1.9,-11.5
COc1ccc(OCC(=O)OCC(=O)NCC2CCCCC2)cc1,-11.4,i,-1.9,-1.9,4.2,-9.3,-9.4,-1.1,-5.4
COc1cccc(CN(C(=O)Cc2c[nH]c3ccccc23)C(C(=O)NC2CCCCC2)c2ccc(C)o2)c1 (centres undefined),-9.4,i,-5.9,-18.9,0.1,-5.7,27.6,6.0,-8.7
